# hIAP activ: increases human intestinal alkaline phosphatase activity | activation factor at 10 µM | AID 2524 | actives 0.16% (n = 330,000) | P09923 | purified human IAP, CDP-Star luminescence, 30 min; stronger effect = higher value; 1 = vehicle-only enzyme, 0 = enzyme-free background;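 active = activation factor of the enzyme at least 2-fold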; note: the source names both 10 and 20 µM as test concentration; values of inactives mirror those of a sister screen read the other way
# Target sequence (P09923 whole entry, looked up): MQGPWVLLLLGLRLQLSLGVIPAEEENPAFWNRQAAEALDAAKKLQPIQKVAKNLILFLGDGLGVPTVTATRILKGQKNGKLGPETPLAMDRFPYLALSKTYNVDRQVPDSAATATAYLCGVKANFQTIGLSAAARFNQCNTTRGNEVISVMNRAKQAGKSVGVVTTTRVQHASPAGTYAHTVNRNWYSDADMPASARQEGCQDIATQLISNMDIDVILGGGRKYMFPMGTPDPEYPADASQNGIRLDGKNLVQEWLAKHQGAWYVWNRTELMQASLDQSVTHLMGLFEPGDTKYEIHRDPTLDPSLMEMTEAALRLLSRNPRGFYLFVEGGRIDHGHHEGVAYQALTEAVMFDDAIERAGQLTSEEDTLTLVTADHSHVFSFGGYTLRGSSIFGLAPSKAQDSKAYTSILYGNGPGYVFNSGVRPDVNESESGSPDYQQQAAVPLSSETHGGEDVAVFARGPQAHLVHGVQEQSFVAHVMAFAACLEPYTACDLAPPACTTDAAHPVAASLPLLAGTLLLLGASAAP
# MPTP inh: inhibitors of mitochondrial permeability transition pore | isolated mouse mitochondria, Ca2+ swelling absorbance, 30 min | inhibition, % at 10 µM | actives 1.4% (n = 360,000);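 active = inhibition of 50% or more, scaled per plate between neutral and stimulator controls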;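 note: 0% = DMSO wells given calcium and 100% = 1 mM EGTA wells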
# A3A deaminase: blocks human APOBEC3A ssDNA deamination | actives 0.41% (n = 330,000) | P31941 | AID 493011 | recombinant A3A, FAM/TAMRA ssDNA deamination fluorescence | inhibition, % at 20 µM;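 active = at least 40% inhibition at 20 µM here, with at most 30% in a related deaminase screen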;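 note: plate controls were A3A with DMSO for no effect and wells lacking A3A enzyme for full effect; some results filed as inactive read as strong as hits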
# Target sequence (P31941 whole entry, looked up): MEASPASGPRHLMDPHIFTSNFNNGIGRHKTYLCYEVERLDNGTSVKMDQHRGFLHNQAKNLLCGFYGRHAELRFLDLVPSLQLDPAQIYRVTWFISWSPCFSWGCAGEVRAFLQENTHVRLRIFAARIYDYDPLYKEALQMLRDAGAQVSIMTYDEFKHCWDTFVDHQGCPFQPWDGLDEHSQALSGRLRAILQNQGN
# mIAP act: increases mouse intestinal alkaline phosphatase activity. muIAP, CDP-Star luminescence, 30 min; stronger effect = higher value; 1 = vehicle-only enzyme signal, 0 = enzyme-free wells. activation factor at 10 µM. actives 0.24% (n = 330,000). AID 2805;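 active = activation factor of at least 2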; note: the source names both 10 and 20 µM as test concentration; values of inactives mirror those of a sister screen read the other way
#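 Assay system: mouse IAP enzyme; Reagent: CDP-Star chemiluminescent phosphatase substrate; Compound: DMSO-dissolved test compounds; Incubation: 30 min, room temperature; Technique: luminescence from enzymatic CDP-Star hydrolysis; Controls: DMSO-only wells and no-enzyme negative control.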
# beta cell repl: inducers of beta-cell replication in MIN6 cells; MIN6 cells proliferation, ATPlite luminescence, 48 h; cells starved in 0.2% serum; 100% = growth in 10% serum; proliferation, % at 10 µM; actives 0.29% (n = 330,000);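 active = compounds whose signal lies at least 3.5 SD above the mean of all wells on their plate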;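 note: 0% = DMSO-treated cells in low-serum medium and 100% = 10% serum control; some compounds called inactive have numbers as strong as hits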
# hIAP block: human IAP inhibition | purified IAP, CDP-Star luminescence, 30 min | inhibition, % at 10 µM | actives 0.12% (n = 330,000) | AID 2544;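 active = inhibition reaching a set limit with compound at 10 µM in the primary screen, cut at about 35% in these data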;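 note: plate controls were DMSO wells with enzyme for no effect and no-enzyme buffer wells for full effect; values of inactives mirror those of a sister screen read the other way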
# APOBEC3G inh: APOBEC3G (human) deaminase inhibition; AID 493012; actives 0.28% (n = 330,000); recombinant A3G, ssDNA deamination FAM/TAMRA fluorescence; Q9HC16; inhibition, % at 20 µM;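 active = inhibition of at least 40% at 20 µM, with no more than 30% in the related APOBEC3A deaminase screen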;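 note: plate controls were DMSO wells with A3G for no effect and wells lacking A3G enzyme for full effect; some compounds called inactive have numbers as strong as hits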
# Target sequence (Q9HC16 whole entry, looked up): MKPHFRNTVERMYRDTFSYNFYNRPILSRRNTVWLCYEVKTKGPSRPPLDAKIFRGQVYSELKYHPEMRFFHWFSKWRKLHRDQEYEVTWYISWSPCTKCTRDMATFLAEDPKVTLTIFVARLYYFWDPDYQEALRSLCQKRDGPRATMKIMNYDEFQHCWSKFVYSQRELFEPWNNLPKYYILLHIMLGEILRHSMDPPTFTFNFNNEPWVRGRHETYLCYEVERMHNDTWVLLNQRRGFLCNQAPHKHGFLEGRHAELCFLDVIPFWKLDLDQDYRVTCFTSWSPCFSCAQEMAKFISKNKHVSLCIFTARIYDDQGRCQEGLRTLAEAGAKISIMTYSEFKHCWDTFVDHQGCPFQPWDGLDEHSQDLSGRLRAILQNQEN
# mIAP inh: blocks mouse intestinal alkaline phosphatase | actives 0.2% (n = 330,000) | inhibition, % at 10 µM | purified mouse IAP, CDP-Star luminescence, 30 min;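 active = inhibition of at least 40% at 10 µM in the primary screen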;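 note: plate controls were DMSO with enzyme for no effect and no enzyme wells for full effect; values of inactives mirror those of a sister screen read the other way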
# GRIN3A LBD mod: NR3A (human) ligand-binding domain modulation; NR3A LBD differential scanning fluorimetry, Tm shift; 0% = protein alone, 100% = glycine-bound protein; Tm shift relative to glycine control, % at 25 µM; actives 2.5% (n = 340,000);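 active = melting temperature shift of at least 10% of the positive control shift, at one fixed dose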
# * marks the source's active call; other numbers are inactive results.
No.	structure	hIAP activ	MPTP inh	A3A deaminase	mIAP act	beta cell repl	hIAP block	APOBEC3G inh	mIAP inh	GRIN3A LBD mod
1	CC(=O)NCCNc1ccc([N+](=O)[O-])cc1C#N	1.1	-1.4	-4	1.1	-4	-5	-4	-6	0
2	COCCNc1nnc(SCC(=O)Nc2cc(-c3ccccc3)nn2-c2ccccc2)s1	0.99	1.9	4	0.94	1	1	-3	6	-5
3	Cc1nnc2ccc(-c3ccc(NS(=O)(=O)c4ccccc4)cc3)nn12	0.95	-2.7	-3	0.97	-3	5	-8	3	2
4	CN(CC(=O)Nc1ccc(F)cc1)CC(=O)NC1CCCCC1	0.97	-1.1	-4	0.98	4	3	-7	2	-2
5	Cc1ccc(-n2ncc3ccccc3c2=O)cc1Cl	0.84	0.0	0	1	0	16	-7	-2	2
6	CSc1nc(O)c(C(c2ccccc2Cl)c2c(O)nc(SC)[nH]c2=O)c(=O)[nH]1	0.92	3.1	0	0.97	1	8	2	3	0
7	CC1CCCCN1S(=O)(=O)c1ccc(C(=O)Nc2ccccc2-c2nc3ccccc3[nH]2)cc1 (stereo unspecified)	1.1	74*	1	0.95	0	-5	-7	5	30*
8	O=C(NCCS(=O)(=O)N1CCN(c2ccc(F)cc2)CC1)c1ccc(Br)o1	1.2	1.6	-2	1.1	-5	-18	7	-10	4
9	O=C1OCCN/C1=C\C(=O)c1ccccc1	0.96	1.6	-2	1.1	-1	4	-3	-12	1
10	CN(C)N=Nc1nc2c([nH]1)c(=O)n(C)c(=O)n2C	0.94	0.0	-4	0.96	0	6	-3	4	0
11	COc1ccc(N2CCN(S(=O)(=O)c3cn(C)c(=O)n(C)c3=O)CC2)cc1	1.3	2.4	-1	1.1	0	-27	-2	-13	0
12	Cc1ccccc1C(=O)OCc1cnc(Cl)s1	1.1	-1.9	-3	1	2	-5	-10	-1	5
13	Nc1ncnc(Nc2ccc(F)cc2)n1	0.83	0.3	-2	0.98	3	16	-6	2	1
14	Cc1ccnc(NS(=O)(=O)c2ccc(NC(=O)CCS(=O)(=O)c3ccccc3)cc2)n1	0.81	2.8	-1	0.93	3	19	-4	7	-1
15	N#CCCn1cnc2ccccc21	0.92	-3.9	4	0.88	-3	8	0	12	2
16	CC(C)(C)NC(=O)C(c1cccs1)N(C(=O)c1csnn1)c1ccccc1F (stereo unspecified)	1	0.1	-4	1.1	2	-3	-9	-10	-2
17	O=C(CCC(=O)c1cccs1)OCC(=O)N1CCN(S(=O)(=O)c2ccccc2)CC1	0.99	0.0	0	1	-2	1	-1	-1	0
18	O=C(COc1ccccc1Cl)NCCCNC(=O)c1ccccn1	1	-0.2	-3	0.97	0	0	-7	3	-1
19	COCCN1CCN(Cc2cn[nH]c2-c2cc3ccccc3o2)CC1	1.4	1.2	-1	1	-1	-38	-6	-5	-2
20	CCc1ccc2[nH]c(=O)c(CN(Cc3ccccc3)C(=O)Nc3ccccc3OC)cc2c1	1.1	-1.0	0	0.83	-5	-6	0	17	-13
21	CCCn1c(NC(=O)CCNC(=O)c2ccccc2Cl)nc2ccccc21	1.4	3.4	-5	1.1	0	-37	-7	-6	0
22	Cc1ccc(S(=O)(=O)N(C)c2ccc(C(=O)N3CCC(C(N)=O)CC3)cc2)cc1	1	-0.3	0	0.93	-1	-2	-8	7	-10
23	O=C(COC(=O)CCc1c[nH]c2ccccc12)Nc1ccc([N+](=O)[O-])cc1	1.1	0.8	0	1	-1	-8	-5	0	35*
24	CCc1noc(C)c1C(=O)Nc1nc2c(C)cccc2s1	0.8	-0.7	5	0.93	1	20	-4	7	-2
25	O=C(CN(Cc1cccs1)C(=O)CNS(=O)(=O)c1ccc(Cl)cc1)NCc1ccco1	1	-0.1	-1	0.96	-1	-4	-4	4	-2
26	COC(=O)c1cnn(-c2cc(Oc3cccc(C)c3)ncn2)c1N	1.1	2.5	11	1.1	-4	-9	3	-8	2
27	Clc1ccc(CN2CCCCCCC2)cc1	0.98	-0.8	0	1	-1	2	-1	-1	-2
28	CN(C)c1cc(N/N=C\c2ccccc2)nc(N(C)C)n1	0.88	1.2	-2	1	-3	12	-3	0	-3
29	CC(=O)Nc1ccc2c(c1)NC(=O)CC2	0.93	1.1	0	1.1	-1	7	8	-10	1
30	C=CCn1c(=N)n(CC(=O)O)c2ccccc21	0.97	-1.6	-7	1	-1	3	-9	-2	0
31	CCCCCCn1c(C(C)NC(=O)c2ccco2)nc2ccccc21 (stereo unspecified)	1.1	0.4	-5	1	3	-15	-5	-4	-1
32	Cc1ccccc1CN(C)C(=O)COC(=O)c1ccc2[nH]c(C)c(C)c2c1	1.2	1.1	-4	1.2	-6	-19	-8	-22	-4
33	CCN(CC)S(=O)(=O)c1ccc(NC(=O)COC(=O)CCc2cc(OC)c(OC)c(OC)c2)cc1	0.94	1.3	-1	1	0	6	-4	-3	1
34	O=C(/C=C/c1cccs1)N1CCc2ccccc21	1.1	-0.8	0	1	0	-7	-1	-4	0
35	O=C(c1ccc(Cn2c(=S)[nH]c3ccc(Br)cc3c2=O)cc1)N1CCN(C2CCCCC2)CC1	0.99	-3.1	3	0.88	-6	1	-6	12	0
36	CC(C)(C)N1C(=O)[C@H]2[C@@H](c3ccc(Br)cc3)N3C(=O)N(c4ccc(Br)cc4)C(=O)[C@@]3(Cc3ccccc3)[C@H]2C1=O	0.84	1.7	-3	0.92	-6	16	-5	8	-1
37	O=C(CNC(=S)N(Cc1ccccc1F)C1CCCCC1)NCCCN1CCOCC1	1	1.2	-5	1.1	-3	-2	-7	-12	2
38	Cc1nn(-c2ccccc2)cc1/C=N/NC(=O)c1cccs1	0.91	2.2	-5	1	-1	9	-9	-1	20*
39	O=C(CCC(=O)Nc1ccccc1Cl)NN=C1CCCC1	0.86	-0.6	0	0.89	1	14	-1	11	1
40	CCCCCCC(=O)OCC(=O)c1ccc2c(c1)NC(=O)CO2	1.2	-0.4	-7	1.1	-3	-20	-5	-10	1
41	COc1ccc2nc(-c3cccc(N)c3)[nH]c2c1	0.95	-0.8	-2	1	-3	5	-9	-2	-1
42	O=C(NNC(=O)c1cncc(Br)c1)c1ccncc1	1.1	-1.0	2	1.1	-2	-10	-4	-6	-3
43	COc1cccc(NC(=O)Cn2cc(C#N)c3ccccc32)c1	0.98	1.3	0	1.2	-3	2	-5	-22	-9
44	O=C1CC(Nc2ccc(N3CCOCC3)cc2)C(=O)N1c1ccccc1F (stereo unspecified)	0.88	-0.9	-6	0.92	-2	12	-9	8	2
45	COc1ccc(OC)c2[nH]c(=O)c(CCNC(=O)C3CCCCC3)cc12	1.4	0.8	-1	1	0	-36	-4	-2	2
46	O=C(O)c1ccccc1-c1ccccc1C(=O)Nc1cccc2ccccc12	0.93	-0.4	-2	1	-2	7	-4	-4	-2
47	O=C(c1ccc(CS(=O)Cc2ccc(Cl)cc2)o1)N1CCN(c2cccc(Cl)c2)CC1 (stereo unspecified)	1.1	0.3	-4	0.96	-3	-10	-2	4	-17
48	CC(C)(C)n1nnnc1C(c1cccs1)N1CCN(C(=O)c2ccco2)CC1 (stereo unspecified)	1.2	-0.8	-4	1.2	0	-18	-7	-19	2
49	COc1cc(-c2nnc(NC(=O)CCS(=O)(=O)c3ccccc3)o2)cc(OC)c1OC	1.1	0.2	-4	0.99	-6	-14	2	0	0
50	CN(CCc1ccccn1)C1CC(=O)N(c2ccc(Cl)cc2)C1=O (stereo unspecified)	1.1	-0.3	-1	1	-3	-15	-3	-3	14*
51	Cn1c(=O)[nH]c(=O)c2c1nc(N1CCCC1)n2CCO	0.86	-0.6	0	1	-1	14	-8	-5	-1
52	COc1ccccc1C(=O)NC(C)c1nc2ccccc2[nH]1 (stereo unspecified)	1.4	-0.5	-5	1.2	-4	-43	-7	-18	0
53	CCOC(=O)C(C)Oc1cccc2c(=O)n(CC(=O)N3CCCc4ccccc43)ccc12 (stereo unspecified)	1	-0.8	-2	1	-5	0	-8	-1	0
54	COC(=O)c1ccc(CSc2nnc3c(n2)[nH]c2ccccc23)cc1	1	1.2	5	1	0	-2	4	0	0
55	O=C(Nc1c(Cl)cccc1Cl)c1ccc(-c2ccccc2)cc1	1	-2.4	-1	1.1	0	-3	-2	-8	4
56	CCOC(=O)CNC(=O)c1cccs1	1.1	-0.1	6	0.94	0	-10	2	6	0
57	COc1cc(NS(=O)(=O)c2ccc(NS(=O)(=O)c3ccc(C)cc3)cc2)nc(OC)n1	0.97	0.3	1	1	1	2	-7	-2	3
58	COc1cc2c(C(F)(F)F)c(-c3ccsc3)oc(=O)c2cc1OC	1.1	-1.4	1	1	-4	-13	7	-2	-1
59	Cc1sc(NC(=O)CN(Cc2ccc(F)cc2)C(=O)C(C)C)c(C(N)=O)c1C	1	-0.4	-1	0.97	-1	-3	-3	3	0
60	CCC(NC(=O)c1cc(COc2ccc(F)c(F)c2)on1)c1ccncc1 (stereo unspecified)	1	2.0	4	1	-1	0	3	-1	0

# New compounds follow
No.	structure	hIAP activ	MPTP inh	A3A deaminase	mIAP act	beta cell repl	hIAP block	APOBEC3G inh	mIAP inh	GRIN3A LBD mod
61	COc1nc(N/N=C/c2ccccc2F)nc(N2CCCCC2)n1	1	-0.9	-2	0.96	-1	-4	-7	4	-1
62	CN(CC(=O)Nc1ccc(F)cc1)CC(=O)Nc1ccc(F)c(F)c1F	1.4	-5.6	3	1.1	-1	-43	-1	-14	0
63	Cc1cccc(NC(=S)N=Nc2c(O)n(C)c3ccc(S(=O)(=O)N4CCOCC4)cc23)c1	1.2	1.3	2	0.75	-5	-17	-1	25	-8
64	CCOC(=O)N1CCN(C(=O)c2ccc(S(=O)(=O)Nc3ccc(C)cc3)cc2)CC1	1.2	4.3	-6	1	-4	-18	-6	-3	-1
65	CS(=O)(=O)NCc1ccc(C(=O)O)cc1	0.87	-2.4	0	1	1	13	-9	-5	1
66	O=C(Nc1ccncc1)c1ccc(F)cc1	0.84	-1.5	-1	1.1	-1	16	0	-7	2
67	CCc1ccc(/C=N/n2c(COc3ccccc3)n[nH]c2=S)cc1	0.96	0.7	-1	0.9	4	4	-4	10	-14
68	CC(C)OCCCn1c(=O)c2ccccc2n2c(CCC(=O)N3CCN(c4ccccn4)CC3)nnc12	1.2	-0.7	1	0.99	-3	-16	-5	1	5
69	CCOC(=O)NC(=O)C(=CNc1cccc(OC)c1)C(=O)NC(=O)OCC	0.96	0.3	-1	1	-3	4	-6	0	-1
70	CCCCS(=O)(=O)NC1=NCN(CCO)CN1	1.1	-1.3	1	0.9	-1	-5	-3	10	-1
71	O=C(CSc1nnc(Cc2cc(=O)[nH]c(=O)[nH]2)n1-c1ccccc1)N1CCCc2ccccc21	0.97	-0.4	-2	1	-4	3	-7	-1	0
72	CN(C(=O)c1ccccc1OCc1ccc(F)cc1)c1c(N)n(Cc2ccccc2)c(=O)[nH]c1=O	1	-0.1	-1	0.99	-1	-5	-10	0	-1
73	Cc1cc(=O)oc2cc(OCC(=O)N3CC(=O)Nc4ccccc43)c(Cl)cc12	1	-1.5	-2	1	5	-3	-8	-1	-1

# Single records, as listed above:
# COc1nc(N/N=C/c2ccccc2F)nc(N2CCCCC2)n1 in the list: hIAP activ = 1; MPTP inh = -0.9; A3A deaminase = -2; mIAP act = 0.96; beta cell repl = -1; hIAP block = -4; APOBEC3G inh = -7; mIAP inh = 4; GRIN3A LBD mod = -1
# O=C(Nc1ccncc1)c1ccc(F)cc1 in the list: hIAP activ = 0.84; MPTP inh = -1.5; A3A deaminase = -1; mIAP act = 1.1; beta cell repl = -1; hIAP block = 16; APOBEC3G inh = 0; mIAP inh = -7; GRIN3A LBD mod = 2
